Screening data deposited in PubChem BioAssay by ICCB-Longwood Screening Facility, Harvard Medical School.
PV pol inh = inhibitors of poliovirus RNA polymerase binding and polymerization; P03300; poliovirus polymerase elongation, fluorescence polarization; hits give low values; % elongation, % (compound at 16.7 µg/mL); 0.66% of 150,000 active; in the data active = % elongation below about 90%; also: some results filed as inactive read as strong as hits
Target sequence (P03300 1749-2209 limits assumed): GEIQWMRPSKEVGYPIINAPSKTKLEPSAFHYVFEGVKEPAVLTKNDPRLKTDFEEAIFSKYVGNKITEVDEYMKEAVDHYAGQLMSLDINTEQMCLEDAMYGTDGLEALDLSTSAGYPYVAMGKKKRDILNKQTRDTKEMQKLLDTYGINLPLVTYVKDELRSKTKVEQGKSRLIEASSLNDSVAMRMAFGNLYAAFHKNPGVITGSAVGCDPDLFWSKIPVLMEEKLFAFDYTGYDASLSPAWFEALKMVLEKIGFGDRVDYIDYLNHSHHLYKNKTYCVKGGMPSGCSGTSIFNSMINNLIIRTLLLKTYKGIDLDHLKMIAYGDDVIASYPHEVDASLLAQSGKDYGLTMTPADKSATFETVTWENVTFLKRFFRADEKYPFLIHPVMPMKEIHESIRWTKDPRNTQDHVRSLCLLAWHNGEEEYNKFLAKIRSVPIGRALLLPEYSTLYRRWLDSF
PV pol inh FP z-score = further read-out of PV pol inh, marked with its call; z-score; measured here: FP z-score; hits read low
Starred values were filed as active, the others as inactive; & = joins results of further samples. This is a subset; rates above refer to the full screens.

SMILES	PV pol inh	PV pol inh FP z-score
Cc1oc(-c2cc(Cl)ccc2Cl)cc1-c1nn2c(C)nnc2s1	104.0	0.5
CCOC(=O)c1ccc2c(c1)nc(C(C)O)n2CC(=O)Nc1ccc(N(CC)C(C)C)cc1 (configuration not stated)	96.0	-0.6
COc1cccc(C(=O)CCN2CCC(c3ccccc3)C2)c1 (configuration not stated)	98.0	-1.1
COc1ccc(NC(=O)Cn2c(=O)oc3cc(S(=O)(=O)NC(C)C)ccc32)cc1OC	105.0	0.1
CCOC(=O)Cn1c(=O)n(-c2ccccc2OC)c2nc(-c3ccc(C(C)C)cc3)nc(C(N)=O)c21	101.0	-1.3
CCOC(=O)C1(c2ccccc2)NC(c2ccc(O)c(OC)c2)C2C(=O)N(C)C(=O)C21 (configuration not stated)	103.0	0.5
Cc1ccc(SCC(=O)N2CC(=O)Nc3ccccc32)cc1	106.0	1.8
COc1ccc(-c2noc(CN(C(=O)C(C)(C)C)C(C)C)n2)cc1	99.0	-0.1
O=C(CSc1ncccn1)N1CCN(C(=O)c2ccco2)CC1	104.0	0.3
CCSC(=S)NC1CCS(=O)(=O)C1 (configuration not stated)	100.0	-0.4
NC(=O)CSc1nc2c(sc3ccccc32)c(=O)n1-c1ccccc1	104.0	0.6
Cc1nc(SCc2nnc(-c3ccccc3)o2)c(C(N)=O)c(C)c1C	108.0	0.6
CN1CCN(S(=O)(=O)c2cccc(S(=O)(=O)c3ccc(Cl)c(Cl)c3)c2)CC1	102.0	0.1
CC1(C)Cc2ccccc2C(Nc2ccc(S(N)(=O)=O)cc2)=N1	101.0	-0.2
COc1ccc(C2C=C(c3ccccc3)Nc3nc(NS(=O)(=O)c4ccc(Cl)cc4)nn32)cc1 (configuration not stated)	104.0	-0.5
C/C(=N\N=C(N)N)c1ccc(-n2ccnc2)cc1	98.0	-0.4
COc1ccc(NC(=O)CC(=O)c2ccccc2)cc1	105.0	0.4
CC(C)(C)c1ccc(C(=O)OCCN2CCCC2=O)cc1	101.0	-0.1
O=C1c2ccccc2C(=O)N1CSc1nnc(Cc2cccs2)n1CCc1ccccc1	99.0	-0.6
O=C(Nc1cc(-c2cccc(Cl)c2)nn1-c1ccccc1)c1ccccc1F	106.0	-0.4

Copied from the listing, 3 compounds:
SMILES	PV pol inh	PV pol inh FP z-score
Cc1oc(-c2cc(Cl)ccc2Cl)cc1-c1nn2c(C)nnc2s1	104.0	0.5
CCOC(=O)c1ccc2c(c1)nc(C(C)O)n2CC(=O)Nc1ccc(N(CC)C(C)C)cc1 (configuration not stated)	96.0	-0.6
COc1cccc(C(=O)CCN2CCC(c3ccccc3)C2)c1 (configuration not stated)	98.0	-1.1

New compounds follow:
SMILES	PV pol inh	PV pol inh FP z-score
O=C(NCC1CCCO1)c1ccc2c(c1)N(Cc1ccc(F)cc1)C(=O)/C(=C/c1ccccc1)S2 (configuration not stated)	104.0	1.3
Cc1cc[n+](CCOc2ccc(N)cc2)cc1	100.0	-0.4
COc1ccc(NC(=O)C2CCCCC2)cc1OC1CCCC1	102.0	-0.2
Nc1nn(S(=O)(=O)c2ccc(Br)cc2)cc1-c1ccccc1	101.0	0.2
O=C(CNc1ccccc1)N/N=C/c1ccc(F)cc1	104.0	0.6
Cc1nc2sccn2c(=O)c1S(=O)(=O)N1CCC(Cc2ccccc2)CC1	100.0	-0.9
CCOC(=O)Cn1c(=O)oc2cc(S(=O)(=O)N(C)CCC#N)ccc21	102.0	0.1
O=C1c2cccc3cccc(c23)N1Cc1ccc(F)cc1Cl	100.0	-0.2
COC(=O)c1ccc(CN2CCCC(c3nc4ccccc4[nH]3)C2)o1 (configuration not stated)	104.0	0.6
CCC(C)NC(=O)C1c2ccccc2C(=O)N2CCc3ccccc3C12 (configuration not stated)	101.0	0.1
CN(C)c1ccc(C(N2CCOCC2)P(=O)(c2ccccc2)c2ccccc2)cc1 (configuration not stated)	103.0	-0.2
CCN(CC)C(=O)Cn1cc(SCC(=O)N2CCCCC2)c2ccccc21	102.0	0.1
O=C(C1COc2ccccc2O1)N1CCc2ccccc2C1 (configuration not stated)	101.0	-0.4
Cc1ccccc1NC(=O)Cc1nc(CSc2nnnn2C)cs1	106.0	0.5
CC1=C(C(=O)OC2CCCC2)C(c2ccc(Cl)cc2)CC(=O)N1 (configuration not stated)	108.0	0.7
Cc1cccc(C)c1N1CCc2cn[nH]c21	97.0	-0.5
Cc1cc(C)c(-n2c(O)c(C=Nc3cccc(O)c3)c(=O)[nH]c2=O)c(C)c1	104.0	0.6
COc1ccc(-c2csc(-c3c(N)c(C(=O)c4ccc(OC)c(OC)c4)n4ccccc34)n2)cc1	105.0	-0.3
CCOC(=O)c1ccc2[nH]c(C(=O)OCC)c(CCC(=O)O)c2c1	104.0	0.2
CCCC12CN3CC(C)(CN(C1)C3c1c(C)[nH]c(=O)[nH]c1=O)C2=O (configuration not stated)	105.0	-0.4
COc1cccc(CNS(=O)(=O)c2cc3[nH]c(=O)c(=O)[nH]c3cc2C)c1	110.0	0.7
CCc1ccccc1Nc1cc(C(=O)NCc2cccnc2)c2ccccc2n1	106.0	1.8
N#CC(C1=NS(=O)(=O)c2ccccc21)c1nc2ccccc2n1Cc1ccccc1 (configuration not stated)	103.0	0
O=C(c1ccccc1)N1CCN(C(=O)c2ccc3c(c2)OCO3)CC1	102.0	-0.1
Cc1ccc(Nc2nc(C)cc(C)c2C#N)cc1	102.0	0.1
CCC(=O)n1cnc2ccccc21	101.0	0
COc1ccc(OCC(=O)N(Cc2sccc2C)C2CCS(=O)(=O)C2)cc1 (configuration not stated)	114.0	0
CCN(CC)CCN(C(=O)c1ccco1)c1nc2cc(C)cc(C)c2s1	94.0	-2.5
O=C(CCCn1c(=O)c2sccc2n(Cc2ccc(F)cc2Cl)c1=O)NCc1ccco1	101.0	-0.1
CCCN(CCC)C(=O)Cc1ccc(F)cc1	102.0	0.3
CCn1c(=O)cc(OCC(=O)N(C)c2ccccc2F)c2ccccc21	101.0	-0.6
CC(C)C(NS(=O)(=O)c1ccc2c(c1)oc(=O)n2C)C(=O)NCCc1ccccc1 (configuration not stated)	104.0	-0.9
Cc1cc(C)cc(NC(=O)CNCC(F)(F)F)c1	92.0	-1.8
COC(CNC(=S)Nc1ccc(Cl)cc1)OC	100.0	0
CC(C)(C)c1ccc(C(=O)n2cnnc2N)cc1	99.0	-0.9
CCOC(=O)c1[nH]cnc1C(=O)Nc1ccc(C)cc1	101.0	-0.2
c1nnc2c3c4c(sc3ncn12)CCC4	102.0	0.1
COC(=O)CN1C(C(=O)c2ccccc2)=C(OC(=O)c2ccc(C)cc2)c2ccccc2S1(=O)=O	105.0	-0.4
CCN(CC)C(=O)c1sc2nc3c(cc2c1N)C1CCN3CC1	99.0	-1
c1ccc(C2=NC2c2ccccc2)cc1 (configuration not stated)	107.0	0.5

Looked up by structure from the list above (5):
SMILES	PV pol inh	PV pol inh FP z-score
CCOC(=O)Cn1c(=O)n(-c2ccccc2OC)c2nc(-c3ccc(C(C)C)cc3)nc(C(N)=O)c21	101.0	-1.3
CCc1ccccc1Nc1cc(C(=O)NCc2cccnc2)c2ccccc2n1	106.0	1.8
O=C(NCC1CCCO1)c1ccc2c(c1)N(Cc1ccc(F)cc1)C(=O)/C(=C/c1ccccc1)S2 (configuration not stated)	104.0	1.3
CC(C)(C)c1ccc(C(=O)n2cnnc2N)cc1	99.0	-0.9
NC(=O)CSc1nc2c(sc3ccccc32)c(=O)n1-c1ccccc1	104.0	0.6

Back to the main list, starting three compounds before the break.
SMILES	PV pol inh	PV pol inh FP z-score
COC(=O)CN1C(C(=O)c2ccccc2)=C(OC(=O)c2ccc(C)cc2)c2ccccc2S1(=O)=O	105.0	-0.4
CCN(CC)C(=O)c1sc2nc3c(cc2c1N)C1CCN3CC1	99.0	-1
c1ccc(C2=NC2c2ccccc2)cc1 (configuration not stated)	107.0	0.5
Cc1ccc(OCC(=O)OCc2cc(=O)n3nc(-c4cccs4)sc3n2)cc1C	114.0	1.5
CCOc1ccc(C2=C(C(C)=O)Sc3nnc(C)n3N2C(C)=O)cc1	79.0*	-5.1*
CCc1cccc(C(C)C)c1NS(=O)(=O)c1ccc(C)cc1	101.0	-0.3
CCc1c(C)[nH]c(C(=O)OC(C)(C)C)c1C	103.0	0.5
Cc1ccc(Cn2c(=O)c3c(nc4n3CCN4c3cc(C)cc(C)c3)n(C)c2=O)cc1	106.0	-0.1
COc1cc(C(=O)NCc2ccc(OCCN(C)C)cc2)cc(OC)c1OC	103.0&101.0	1&0.3
O=C(OC1=CC(=O)c2cccc3cccc1c23)c1ccccc1	51.0	-7.8
COc1ccc(C(=O)COC(=O)CCCC(=O)Nc2cc(C(F)(F)F)ccc2Cl)cc1	109.0	1.3
O=C(Nn1cnnc1)c1ccc(OC(F)(F)C(F)C(F)(F)F)cc1 (configuration not stated)	106.0	0.5
O=C(Nc1nc2ccc(Br)cc2s1)c1cc2ccccc2o1	106.0	0.5
CCOc1cc2c(=O)[nH]c3c(C(=O)NCc4ccco4)sc(=S)n3c2cc1OCC	99.0	-0.9
COC(=O)c1ccc(COc2coc(CN3CCc4ccccc4C3)cc2=O)cc1	104.0	0.7
CCOC(=O)/C(=N/O)C1=NN=C(N)SC1	105.0	0
CN(CC(=O)O)c1ncnc2sccc12	107.0	1
COc1ccc(-c2csc3nc(-c4ccc(Cl)cc4)oc(=O)c23)cc1	108.0	0.9
CC(C)(C)C(=O)Nc1nnc2n1CCS2	107.0	0
CCOc1ccc(-c2c(C)nn3c(C)c(C(=O)Nc4cccc(Cl)c4C)cnc23)cc1OCC	106.0	0
CCOc1ccc2nc(N3CCCC(C(=O)Nc4cc(Cl)c(OC)cc4OC)C3)sc2c1 (configuration not stated)	104.0	-0.6
COC(=O)c1ccc(NC(=O)CN2C(=O)CC(c3ccccc3)Sc3ccccc32)cc1 (configuration not stated)	103.0	-0.4
O=C(CSc1ccccn1)N1CCCc2ccccc21	101.0	-0.1
O=c1cc(CN2CC(O)Cc3ccc4ccccc4c32)nc2sccn12 (configuration not stated)	107.0	0.7
CC1=NCCCN1C(=O)c1c(-c2c(Cl)cccc2Cl)noc1C	100.0	-0.4
CCn1c(C)nc2cc(C(=O)O)ccc21	103.0	0.6
Cc1ccc(Nc2c(-c3ccsc3)nc3cccc(C)n23)cc1	113.0	1.2
COc1ccc(CN2CCCC(C(=O)Nc3ccc(OC)c(OCC(C)C)c3)C2)cc1OC (configuration not stated)	103.0	0.2
O=C(OCCN1CCOCC1)c1ccccc1	105.0	0.6
C=CCn1c(SCC(=O)Nc2ccc(F)cc2)nc2ccccc2c1=O	102.0	0
CCN(CC)c1ccc(CNC(CC(=O)O)c2c[nH]c3ccccc23)cc1 (configuration not stated)	100.0	-0.8
Cc1ccc(-n2c(O)c(/C=N/Nc3nc4cc(S(=O)(=O)N5CCOCC5)ccc4o3)c3ccccc3c2=O)c(C)c1	44.0	-7.8
COC(=O)c1ccc(-n2nnc(-c3nc(-c4ccc5c(c4)OCO5)no3)c2C)cc1	113.0	0.5
Cc1cc(C)cc(NC(=O)C2CCCN(c3nnc(-n4c(C)ccc4C)s3)C2)c1 (configuration not stated)	101.0	-2.1
Cc1cc(C(=O)NC2CCCCC2)no1	100.0	-0.4
CCCc1c(O)nc(SCc2ccccc2)[nH]c1=O	101.0	-0.1
COc1ccc(-n2ccnc2SCC(=O)Nc2ccc3c(c2)OCO3)cc1	110.0	0.6
Cc1ccccc1N1C(=O)c2ccccc2C1Nc1ccc2c(c1)OCCO2 (configuration not stated)	99.0	-0.6
CCOc1ccc(NC(=O)c2c(Nc3ccc(OC)cc3OC)sc(C(=O)c3ccc(Cl)cc3)c2N)cc1	106.0	-0.3
C=CCn1c(OCc2ccccc2)n[nH]c1=S	101.0	0.1
CCc1cccc(C)c1NS(=O)(=O)c1cc(-c2cc(C)no2)ccc1C	110.0	0.7
CCOC(=O)c1cccc(NC(=O)c2cc3sccc3n2Cc2ccc(Cl)cc2)c1	109.0	1.5
CCCCOC(=O)c1cccc(NC(=O)C(C)C)c1	104.0	0.6
COc1ccccc1N1CCN(Cc2ccc(C(=O)NC(C)C)cc2)CC1	105.0	1.6
CCOC(=O)c1c(Nc2ccc(C)cc2)nnc(-c2ccccc2)c1-c1ccccc1	104.0	-0.3
O=c1c2ccccc2c(-c2ccc(Cl)cc2)nn1CN1CCOCC1	98.0	-1.6
O=S(=O)(c1ccccc1)c1nnn2c1nc(Nc1ccccc1)c1cc(Cl)ccc12	108.0	1
COc1ccc2nc(SCC(O)c3ccccc3)[nH]c2c1 (configuration not stated)	100.0	-0.2
c1ccc(C[n+]2cccc(-c3ccccc3)c2)cc1	104.0	0.8
Cc1cc(=O)oc2cc(OCC(=O)O)ccc12	105.0	1.1
O=C(CCc1c[nH]c2ccccc12)NCC1CCCO1 (configuration not stated)	103.0	0.1
Cc1ccc(-c2nn3c(C)nnc3c3ccccc23)cc1S(=O)(=O)NCc1ccco1	99.0	-0.1
COc1ccc(Cc2nnc(SCC(=O)N3CCCC3)o2)cc1	103.0	0.5
CC(C)NC(=S)NNc1ccc(C(=O)O)cc1	103.0	-0.1
Cc1nn(-c2ccccc2)c2sc(C(=O)N3CCc4ccccc4C3)cc12	97.0	-0.2
CSc1nccc(-c2cccs2)n1	98.0	-1.1
CCOC(=O)c1c(NC(=O)CSc2nnc3sc4ccccc4n23)sc(C(=O)N(CC)CC)c1C	104.0	-0.2
COc1cccc(/C=C(\C#N)C(=O)Nc2ccc(NC(C)=O)cc2)c1OC	110.0	0.5
COC(=O)C1=CN(C)C=C(C(=O)OC)C1c1ccc(C(F)(F)F)cc1	103.0	1.1
COCCNC(=O)CCCn1c(SCC(=O)NCc2ccc(C)cc2)nc2c(sc3ccccc32)c1=O	106.0	0.3
CCC(=O)N1CCc2cc(CNS(=O)(=O)c3ccc(NC(=O)CC(C)C)cc3)ccc21	110.0	0.7
Cc1c(C)c2ccc(O)c(CN(C)C)c2oc1=O	98.0	-1

Exported with each value named: four of the compounds above
COc1ccc(Cc2nnc(SCC(=O)N3CCCC3)o2)cc1
  PV pol inh = 103.0 | PV pol inh FP z-score = 0.5
O=c1c2ccccc2c(-c2ccc(Cl)cc2)nn1CN1CCOCC1
  PV pol inh = 98.0 | PV pol inh FP z-score = -1.6
Cc1c(C)c2ccc(O)c(CN(C)C)c2oc1=O
  PV pol inh = 98.0 | PV pol inh FP z-score = -1
COc1ccc2nc(SCC(O)c3ccccc3)[nH]c2c1 (configuration not stated)
  PV pol inh = 100.0 | PV pol inh FP z-score = -0.2
